OXTR agonist – activates the human oxytocin receptor; P30559; CHO-OTR cells, Fluo-8 calcium fluorescence; normalized: DMSO 0%, oxytocin 100%; activation, % at 3 µM; 320,000 compounds, 0.32% hits; AID 2435;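 active = activation above the mean of all tested compounds plus 3 SD, cutoff set per screening run, cut at about 20% in these data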;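 also: peak over basal fluorescence ratio from a 100 s FLIPR kinetic read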
Target sequence (P30559 whole entry, looked up): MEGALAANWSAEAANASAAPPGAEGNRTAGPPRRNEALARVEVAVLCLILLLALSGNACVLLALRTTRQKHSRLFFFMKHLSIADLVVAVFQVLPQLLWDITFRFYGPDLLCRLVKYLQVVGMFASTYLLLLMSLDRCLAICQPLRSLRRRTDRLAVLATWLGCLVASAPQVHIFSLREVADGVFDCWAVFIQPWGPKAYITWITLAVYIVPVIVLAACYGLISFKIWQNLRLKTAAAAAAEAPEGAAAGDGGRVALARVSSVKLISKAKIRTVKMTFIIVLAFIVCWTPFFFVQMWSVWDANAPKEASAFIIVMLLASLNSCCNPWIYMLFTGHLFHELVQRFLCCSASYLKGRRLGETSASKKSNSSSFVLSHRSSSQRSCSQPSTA
PHOSPHO1 inh – inhibitors of human PHOSPHO1 phosphatase. Q8TCT1. recombinant PHOSPHO1, absorbance phosphatase assay. inhibition, % at 13.3 µM. 290,000 compounds, 1.1% hits. AID 1565; in the data active = inhibition above about 60%
Target sequence (Q8TCT1 whole entry, looked up): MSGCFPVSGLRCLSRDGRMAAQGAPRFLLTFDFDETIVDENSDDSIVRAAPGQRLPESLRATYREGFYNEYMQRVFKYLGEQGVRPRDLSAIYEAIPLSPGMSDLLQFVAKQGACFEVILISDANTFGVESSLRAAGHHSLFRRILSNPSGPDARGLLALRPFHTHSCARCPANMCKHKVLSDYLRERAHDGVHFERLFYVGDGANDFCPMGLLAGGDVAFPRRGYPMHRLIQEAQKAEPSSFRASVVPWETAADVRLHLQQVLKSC
* = called active by the depositor; · = no result given. An excerpt. The share of hits here may be higher or lower than overall.

SMILES	OXTR agonist	PHOSPHO1 inh
CCCCNC(=O)c1cc2c(=O)n3cccc(C)c3nc2n1C	·	1
COc1ccc(C)cc1NC(=O)c1cnc2sccn2c1=O	·	13
Cc1cc(NC(=O)CN2CC3CC(C2)c2cccc(=O)n2C3)nc2c1c(=O)oc1ccccc12 (stereo not given)	·	3
CCC(CC)C(=O)NCCc1cc2ccc(C)c(C)c2[nH]c1=O	·	8
CCN(CC)c1ccc(C(=O)NNC(=O)C2CSC3(C)CCC(=O)N23)cc1 (stereo not given)	0.8	·
CCOc1cc(N2CCOCC2)c(OCC)cc1NC(=O)COC(=O)CCOc1ccc(C(C)(C)C)cc1	-1.0	·
Cc1cccc(NC(=O)C2CCCCN2S(=O)(=O)c2ccccc2)c1C (stereo not given)	-1.3	·
Cc1cccc(N(Cc2ccccc2)C(=O)CN2C(=O)NC3(CCCCC3C)C2=O)c1 (stereo not given)	-1.8	·
CSCCC(NC(=O)c1ccccc1Cl)C(=O)N1CC(C)OC(C)C1 (stereo not given)	-0.6	·
C=CC[C@H](CC(=O)N(CCO)Cc1ccccc1)C(=O)N[C@H](COC(=O)[C@@H](CC=C)Cc1ccc(F)cc1)C(C)(C)C	-1.4	·
O=S(=O)(NCC(c1ccco1)N1CCCCC1)c1cccc(C(F)(F)F)c1 (stereo not given)	-1.4	·
COc1ccc(NS(=O)(=O)c2cccc(C(=O)NNC(=O)c3ccc(=O)[nH]c3)c2)cc1	1.3	·
CC1(C)C[C@H]2C3=CCC4[C@@]5(C)CC[C@H](O)[C@](C)(CO)C5CC[C@@]4(C)[C@]3(C)C[C@H]3O[C@@H]1[C@H](O)[C@]32CO (stereo not given in full)	1.6	·
COC(=O)c1cc(OC)c(OC)cc1NC(=O)CSCc1c(C)noc1C	0.9	·
CNc1ncnc2c1ncn2[C@@H]1O[C@H](CO)[C@@H](O)[C@H]1O	0.8	·
CCSc1ccc([C@@H]2[C@@H]3C(=O)N(CC)C(=O)[C@@H]3[C@]3(C(=O)OC)CCCCN23)cc1	-0.9	·
COc1ccc(F)cc1S(=O)(=O)Nc1cc2c3c(c1)CCN3C(=O)CC2	2.3	·
C#CCOCCOCCOCCNc1nc(N2CCN(C(=O)CCCCCCCCCCNC(=O)Cn3cc(C[C@@H](C)O)nn3)CC2)nc(N2CCN(C(=O)CCCCCCCCCCNC(=O)[C@@H]([C@H](C)CC)n3cc(CCCCCN)nn3)CC2)n1	0.9	·
CCOc1ccc2oc(C(=O)OCC(=O)N3CCCC(C)C3)c(C)c2c1 (stereo not given)	2.7	·
CCOc1ccc(NC(=O)c2ccccc2-c2ccccc2C(=O)O)cc1	-0.3	·
CC(NC(=O)CN1C(=O)NC2(CCCCCCC2)C1=O)c1ccccc1 (stereo not given)	1.3	·
Cc1ccc2c(c1)-n1c(nc3cc(Cl)ccc3c1=O)C(Cc1ccccc1)NC2=O (stereo not given)	5.0	·
O=C(O)C1=CC(=C(c2ccc(O)c(C(=O)O)c2)c2ccc(O)c(C(=O)O)c2)C=CC1=O	-0.3	·
COc1cc(C(=O)Nc2ccc(N3CCCS3(=O)=O)cc2)c([N+](=O)[O-])cc1OC	1.7	·
Cc1ccc(-c2nnc(N3CCOCC3)c3ccccc23)cc1S(N)(=O)=O	-2.1	·
COc1cccc(CNC(=O)COC(=O)C2CCN(c3ccc(C(F)(F)F)cn3)CC2)c1	-1.8	·
CCCCn1c(N)c(N(CC(C)C)C(=O)c2ccc(S(=O)(=O)N(CC)c3ccccc3)cc2)c(=O)[nH]c1=O	0.1	·
O=P(O)(OCc1ccccc1)OCc1ccccc1	0.8	·
COc1ccc(C2=NOC(Cn3nc(-c4ccccc4)cc3C(=O)NCc3ccco3)C2)cc1 (stereo not given)	-0.7	·
Cc1ccc(S(=O)(=O)N2CCN(C(=O)CNC(=O)c3ccc(Br)o3)CC2)cc1	0.6	·
CN=c1nc(-c2ccccc2)n(-c2ccccc2)s1	3.1	·
COc1cc(OC)cc(-c2c(C#Cc3ccsc3)c3cc(-c4cccc5[nH]ccc45)ccc3n2C)c1	0.1	·
CN1CCN(c2ccc(S(=O)(=O)N3CCCCC3)cc2NC(=O)/C=C/c2ccc(OC(F)F)cc2)CC1	4.3	·
CCCCn1c(N)c(N(CC(C)C)C(=O)C2CC(=O)N(c3ccccc3C(C)CC)C2)c(=O)[nH]c1=O (stereo not given)	-0.6	·
Cn1cccc1C(=O)OCC(=O)c1c[nH]c2ccccc12	3.0	·
Cc1cccc(C)c1NC(=O)CN1CCN(C(=O)c2ccc(OCc3cn4ccccc4n3)cc2)CC1	1.3	·
CCN(C(=O)COC(=O)Cc1ccc(F)cc1)c1c(N)n(Cc2ccccc2)c(=O)[nH]c1=O	-0.1	·
COc1cccc(C(=O)OCC(=O)N2CCC(Cc3ccccc3)CC2)c1OC	3.1	·
O=S(=O)(NCCS(=O)(=O)N1CCN(c2ccccc2)CC1)c1ccc(F)cc1	6.0	·
O=C(OCC(=O)N1CCN(c2ccccc2)CC1)c1ccc(Cl)cc1[N+](=O)[O-]	-2.0	·
COc1ccccc1-n1cnnc1SC(C)C(=O)NCC1CCCO1 (stereo not given)	0.9	·
Cc1ccc(C2(C)NC(=O)N(CC(=O)Nc3nc(-c4ccccn4)cs3)C2=O)cc1 (stereo not given)	16	·
CCc1ccc(OCC(=O)NNC(=O)c2c(CC)noc2C)cc1	0.3	·
CCc1nc2ccc(C(=O)N(C)CC(=O)Nc3ccccc3C(F)(F)F)cc2nc1CC	-0.2	·
CC(C)(C)C(=O)CSc1ccc(S(=O)(=O)N2CCN(Cc3ccccc3)CC2)cn1	-0.6	·
CCOc1ccc(NS(=O)(=O)c2ccc(C(=O)NCC(c3ccc(OC)cc3)N3CCOCC3)cc2)cc1 (stereo not given)	9.1	·
CCCN1C(=O)C(=O)c2cc(Cl)ccc21	-1.5	·
O=C(COC(=O)Cc1ccsc1)Nc1ccc(Br)cc1	0.7	·
CCN(Cc1nc2ccccc2c(=O)[nH]1)C(=O)COc1ccccc1-c1ccccc1	-1.8	·
Cc1ccc(C(=O)NCC(=O)OCc2cccc(Br)c2)cc1	-2.3	·
CC(C)n1nc(C(=O)NNC(=O)c2ccc(OC(F)F)cc2)c2ccccc2c1=O	-2.5	·
CCCCn1c(N)c(N(CCOC)C(=O)c2ccc(-c3cccc(C(F)(F)F)c3)o2)c(=O)[nH]c1=O	-0.6	·
O=C(CCc1nc2ccccc2c(=O)[nH]1)NNC(=O)c1ccc(F)cc1	0.6	·
C=CCNC(=O)c1c(CS(=O)(=O)c2ccccc2)noc1C(=O)NCc1ccccc1	-0.4	·
CC1CCC2(CC1)NC(=O)N(CC(=O)Nc1ccc3c(c1)OCCCO3)C2=O (stereo not given)	-0.5	·
COc1ccc(CCN(C)C(=O)CSc2nnc(C3CC3)n2N)cc1OC	-0.3	·
O=C(CCc1nc2ccccc2c(=O)[nH]1)Nc1cc(C(F)(F)F)ccc1N1CCCC1	-1.9	·
COCC(C)n1c(SCC(=O)Nc2ccc3c(c2)OCCO3)nc2ccccc2c1=O (stereo not given)	-1.0	·
CCOC(=O)c1ccccc1NC(=O)COC(=O)CCNS(=O)(=O)c1ccc(C)c(C)c1	-1.8	·
COc1ccccc1NS(=O)(=O)c1cc(NC(=O)COc2ccccc2F)ccc1N1CCOCC1	3.5	·
The results go on:
SMILES	OXTR agonist	PHOSPHO1 inh
CCC(C)(O)C(=O)N[C@H]1CCCN1C(=O)/C=C/c1ccccc1 (stereo not given in full)	0.7	·
O=C(O)/C(=C\c1ccc(Cl)cc1)c1ccc(S(=O)(=O)N2CCCC2)s1	-0.3	·
CC(C)(C)c1ccc(C(=O)NNC(=O)CNC(=O)c2cccs2)cc1	0.2	·
CC(C)Cn1c(SCC(=O)Nc2ccc(Cl)cc2F)nc(O)cc1=O	2.2	·
Cc1c(N(C)S(=O)(=O)c2ccc(Cl)c(C(=O)N3CCC(C(N)=O)CC3)c2)c(=O)n(-c2ccccc2)n1C	0.7	·
O=C(c1ccccc1NS(=O)(=O)c1ccc(F)cc1F)N1CCCCC1	0.8	·
Cc1ccc(S(=O)(=O)N(C)CC(=O)Nc2cc(C)ccn2)cc1	0.3	·
Cc1ccccc1NS(=O)(=O)c1ccc(C(=O)NCC(C)(C)N2CCOCC2)cc1	0.9	·
O=C1COc2ccc(C(=O)COC(=O)c3ccccc3Cl)cc2N1	5.6	·
CN(C)S(=O)(=O)c1ccc(F)c(C(=O)Nc2ccccc2C(=O)NC2CC2)c1	-0.8	·
COc1ccc(CN(C)C(=O)c2ccc(NS(=O)(=O)c3ccc(C)c([N+](=O)[O-])c3)cc2)c(OC)c1OC	-0.6	·
COc1ccc(C(=O)OCC(=O)c2ccc3c(c2)NC(=O)CO3)cc1[N+](=O)[O-]	8.9	·
CC(Oc1ccc(Br)cc1)C(=O)NC1CCN(Cc2ccccc2)CC1 (stereo not given)	0.9	·
Cc1ccc(NS(=O)(=O)c2ccc(C(=O)NCCN3CCOCC3)cc2)cc1	2.0	·
CC(=O)OC1[C@H](Oc2c(O)c(C)c3c4c2[C@@H](C)CC[C@@H]4[C@@H](C)C[C@@H]3C=C(C)C)OC[C@@H](O)[C@@H]1O (stereo not given in full)	1.8	·
O=C1NC(Cc2ccc(O)cc2)c2nc3ccc(Cl)cc3c(=O)n2-c2ccc(Cl)cc21 (stereo not given)	0.7	·
COc1ccc(OC)c(/C=N\NC(=O)c2ccc(COc3ccc(C)cc3[N+](=O)[O-])o2)c1	-0.8	·
O=C(OCC(=O)N1CCC(Cc2ccccc2)CC1)c1ccccc1F	-1.4	·
COc1ccc(C(=O)O)cc1S(=O)(=O)N1CCN(Cc2ccc3c(c2)OCO3)CC1	0.9	·
CCOc1cc(C(=O)NC(C)C2CC3CCC2C3)cc(OCC)c1OCC (stereo not given)	-2.8	·
N#CN1CCC(NS(=O)(=O)c2ccc(C(F)(F)F)cc2)C1 (stereo not given)	12	·
C[C@@]12C(=O)N(c3ccc(Cl)cc3)C(=O)N1[C@@H]1c3ccccc3OC[C@@H]1[C@H]2c1ccccc1	-0.9	·
Cc1ccc(C)c(C(=O)COC(=O)c2nn(C)c(=O)c3ccccc23)c1	0.4	·
Cc1ccc(C=NNC(=O)c2cc(-c3cccnc3)nc3ccccc23)o1	0.9	·
CCC1Nc2ncnc(N3CCOCC3)c2N(Cc2ccc(Cl)cc2)C1=O (stereo not given)	1.9	·
COc1ccc([C@H]2CC(=O)C=C(c3cccc(F)c3OC)C2)cc1	-0.6	·
Oc1ccccc1N=N/C(=N/Nc1ccccc1O)c1ccccc1	-0.2	·
COc1ccccc1C(=O)NCC(c1ccco1)N1CCc2ccccc21 (stereo not given)	-1.3	·
CN(C)C1=NC[C@H](Cc2ccccc2)N1CCCC1CCCCC1	11	·

Rewritten bar-delimited: entries from further up
Molecule | OXTR agonist | PHOSPHO1 inh
Cc1ccccc1NS(=O)(=O)c1ccc(C(=O)NCC(C)(C)N2CCOCC2)cc1 | 0.9 | ·
O=C1COc2ccc(C(=O)COC(=O)c3ccccc3Cl)cc2N1 | 5.6 | ·
CN(C)S(=O)(=O)c1ccc(F)c(C(=O)Nc2ccccc2C(=O)NC2CC2)c1 | -0.8 | ·
COc1ccc(CN(C)C(=O)c2ccc(NS(=O)(=O)c3ccc(C)c([N+](=O)[O-])c3)cc2)c(OC)c1OC | -0.6 | ·
COc1ccc(C(=O)OCC(=O)c2ccc3c(c2)NC(=O)CO3)cc1[N+](=O)[O-] | 8.9 | ·
CC(Oc1ccc(Br)cc1)C(=O)NC1CCN(Cc2ccccc2)CC1 (stereo not given) | 0.9 | ·
Cc1ccc(NS(=O)(=O)c2ccc(C(=O)NCCN3CCOCC3)cc2)cc1 | 2.0 | ·
CC(=O)OC1[C@H](Oc2c(O)c(C)c3c4c2[C@@H](C)CC[C@@H]4[C@@H](C)C[C@@H]3C=C(C)C)OC[C@@H](O)[C@@H]1O (stereo not given in full) | 1.8 | ·
O=C1NC(Cc2ccc(O)cc2)c2nc3ccc(Cl)cc3c(=O)n2-c2ccc(Cl)cc21 (stereo not given) | 0.7 | ·
COc1ccc(OC)c(/C=N\NC(=O)c2ccc(COc3ccc(C)cc3[N+](=O)[O-])o2)c1 | -0.8 | ·
O=C(OCC(=O)N1CCC(Cc2ccccc2)CC1)c1ccccc1F | -1.4 | ·
COc1ccc(C(=O)O)cc1S(=O)(=O)N1CCN(Cc2ccc3c(c2)OCO3)CC1 | 0.9 | ·
CCOc1cc(C(=O)NC(C)C2CC3CCC2C3)cc(OCC)c1OCC (stereo not given) | -2.8 | ·
N#CN1CCC(NS(=O)(=O)c2ccc(C(F)(F)F)cc2)C1 (stereo not given) | 12 | ·
C[C@@]12C(=O)N(c3ccc(Cl)cc3)C(=O)N1[C@@H]1c3ccccc3OC[C@@H]1[C@H]2c1ccccc1 | -0.9 | ·
Cc1ccc(C)c(C(=O)COC(=O)c2nn(C)c(=O)c3ccccc23)c1 | 0.4 | ·
Cc1ccc(C=NNC(=O)c2cc(-c3cccnc3)nc3ccccc23)o1 | 0.9 | ·
CCC1Nc2ncnc(N3CCOCC3)c2N(Cc2ccc(Cl)cc2)C1=O (stereo not given) | 1.9 | ·
COc1ccc([C@H]2CC(=O)C=C(c3cccc(F)c3OC)C2)cc1 | -0.6 | ·
Oc1ccccc1N=N/C(=N/Nc1ccccc1O)c1ccccc1 | -0.2 | ·
COc1ccccc1C(=O)NCC(c1ccco1)N1CCc2ccccc21 (stereo not given) | -1.3 | ·
CN(C)C1=NC[C@H](Cc2ccccc2)N1CCCC1CCCCC1 | 11 | ·
